Source: PubChem BioAssay
PI4K2A inh – qHTS for small molecular inhibitors of PI4K2A; Phosphatidylinositol 4-kinase type 2-alpha (Homo sapiens), Q9BTU6; purified PI4K2A, ADP-Glo luminescence, 1 h; hits give low values; activity change, negative = inhibition, % at 76.9 µM; 0.13% of 420,000 active; AID 1346378, 2018; in the data active = activity change below about -50%; inconclusive = mostly about -30% to -49%;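 also: -100% = wells without enzyme as full effect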
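PI4K2A activity was measured by ADP-Glo luminescence: enzyme (4 ug/mL stock) and phosphatidylinositol (1.2 mM stock) in Tris pH 7.5/MgCl2/EGTA/Triton X-100 buffer were reacted with ATP (300 microM stock) for one hour at ambient temperature.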
Pin1 inh – qHTS Assay to Find Inhibitors of Pin1. Peptidyl-prolyl cis-trans isomerase NIMA-interacting 1 (Homo sapiens), Q13526. Potency, µM (highest dose often 115 µM), for the others: at the highest dose activity, negative = inhibition, actives largely listed as inhibitors. AID 504891, 2011. Pin1 FP peptide displacement, HiFluor488, 10 min. 0.009% of 390,000 active; active = well fitted inhibition curve with a large enough effect in the polarisation, with a control signal flat, not every such curve was filed as active; inconclusive = small, poorly fitted or top-dose-only effect, or effect the other way, or a change in a side signal; inactive = no such curve, though single readings can be large or run the other way; the % refers to the polarisation; also: potency is read from the fitted curve at half-maximal effect; % is scaled to controls: 0 for no effect and ±100 for the full control effect
Target sequence (Q13526 whole entry, looked up): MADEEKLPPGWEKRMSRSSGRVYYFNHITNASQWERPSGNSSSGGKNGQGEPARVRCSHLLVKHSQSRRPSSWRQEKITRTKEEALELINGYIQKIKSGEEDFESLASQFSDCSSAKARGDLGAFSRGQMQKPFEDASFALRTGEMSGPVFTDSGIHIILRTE
HP1b binding inh – HTS for Inhibitors of HP1-beta Chromodomain Interactions with Methylated Histone Tails | Chromobox protein homolog 1 (Homo sapiens), P83916 | 0.56% of 390,000 active | AlphaScreen HP1-beta / biotin-H3K9me3 peptide binding | Potency, µM (highest dose often 114 µM), for the others: top-dose activity change, negative = inhibition, usual class: inhibitors; also: potency is read from the fitted curve at half-maximal effect; nearly all actives have a fitted effect of over 70% in size; inactives centre near 23
Target sequence (P83916 whole entry, looked up): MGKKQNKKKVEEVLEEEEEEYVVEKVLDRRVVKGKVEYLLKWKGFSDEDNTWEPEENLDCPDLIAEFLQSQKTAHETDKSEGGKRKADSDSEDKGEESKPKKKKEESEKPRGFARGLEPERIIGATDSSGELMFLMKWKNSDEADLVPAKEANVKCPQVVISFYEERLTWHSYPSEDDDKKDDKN
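Compound inhibition of the preformed complex between 50 nM HP1-beta and 50 nM biotinylated H3K9me3 peptide was read by AlphaScreen. Buffer was PBS pH 7.4 with 0.01% Tween-20. Incubations ran 30 min at room temperature, with 10 ug/mL donor/acceptor beads.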
Tb PGK inh – qHTS Assay to Find Inhibitors of Phosphoglycerate Kinase; 0.043% of 380,000 active; AID 602233, 2012; Phosphoglycerate kinase, glycosomal (Trypanosoma brucei brucei), P07378; Potency, µM (highest dose often 57.5 µM), without a hit: top-dose activity change, negative = inhibition, actives largely listed as inhibitors; PGK/GAPDH coupled, Kinase-Glo luminescence, 60 min; also: potency is read from the fitted curve at half-maximal effect; % is scaled to controls: 0 for no effect and ±100 for the full control effect; nearly all actives have a fitted effect of over 60% in size
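Luminescent ATP detection (Kinase-Glo Plus) follows a 60-minute room-temperature incubation, with wells lacking PGK as controls. Buffer: 100 mM TEA (pH 7.6), 5 mM MgCl2, 0.01% Tween-20. Coupling enzyme GAPDH (100 nM final) supplies unstable 1,3-BPG in-well.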
G9a block – qHTS Assay for Inhibitors of Histone Lysine Methyltransferase G9a | G9a H3K9 monomethylation, AlphaScreen, 2 h | 8.8% of 350,000 active | Potency, µM (top dose mostly 102 µM), without a hit: top-dose activity, negative = inhibition, actives largely listed as inhibitors | Histone-lysine N-methyltransferase EHMT2 (Homo sapiens), Q96KQ7; also: potency is read from the fitted curve at half-maximal effect; % is scaled to controls: 0 for no effect and ±100 for the full control effect; nearly all actives have a fitted effect of over 75% in size
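G9a (20 nM) preincubated 15 min RT with compounds, then 500 nM biotinylated H3K9 peptide and 20 uM SAM added; 2 h RT reaction. Monomethyl-H3K9 product detected by AlphaScreen with anti-H3K9me1 antibody, streptavidin donor and anti-rabbit IgG acceptor beads.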
Pol eta inh – qHTS for Inhibitors of Polymerase Eta; DNA polymerase eta (Homo sapiens), Q9Y253; recombinant Pol eta, fluorescent DNA replication assay; Potency, µM (top dose mostly 114 µM), inactives show at the top dose activity change, negative = inhibition, most hits filed as inhibitors; 1.2% of 390,000 active; AID 588591, 2011; also: potency is read from the fitted curve at half-maximal effect; % is scaled to controls: 0 for no effect and ±100 for the full control effect
Target sequence (Q9Y253 whole entry, looked up): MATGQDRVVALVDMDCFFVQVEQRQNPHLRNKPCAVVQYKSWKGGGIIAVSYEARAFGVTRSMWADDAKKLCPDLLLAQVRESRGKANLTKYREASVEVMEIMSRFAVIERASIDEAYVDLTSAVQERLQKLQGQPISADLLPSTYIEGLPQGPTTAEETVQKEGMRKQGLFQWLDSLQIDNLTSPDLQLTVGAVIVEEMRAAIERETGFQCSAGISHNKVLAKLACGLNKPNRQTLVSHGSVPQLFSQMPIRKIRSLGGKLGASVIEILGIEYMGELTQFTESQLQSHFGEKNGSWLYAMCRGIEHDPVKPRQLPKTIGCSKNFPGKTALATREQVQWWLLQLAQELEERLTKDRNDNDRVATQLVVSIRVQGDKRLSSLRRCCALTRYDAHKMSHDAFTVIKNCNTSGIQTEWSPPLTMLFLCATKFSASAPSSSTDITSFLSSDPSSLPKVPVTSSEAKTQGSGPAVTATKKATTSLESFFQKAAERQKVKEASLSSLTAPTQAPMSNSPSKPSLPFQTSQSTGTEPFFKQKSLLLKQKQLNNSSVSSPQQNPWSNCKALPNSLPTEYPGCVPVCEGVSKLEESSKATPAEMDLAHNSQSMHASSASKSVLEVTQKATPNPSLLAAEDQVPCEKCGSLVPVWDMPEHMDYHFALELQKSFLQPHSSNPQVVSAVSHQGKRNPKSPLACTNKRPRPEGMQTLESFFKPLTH
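Pol eta at 10 nM preincubated with compounds 15 min at room temperature; reaction started with fluorescent substrate (50 nM final) and read kinetically at 0 and 10 min.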
GLS inhibitor – qHTS for Inhibitors of Glutaminase (GLS); GLS enzymatic activity, qHTS titration; Potency, µM (highest dose often 45.5 µM), without a hit: top-dose activity change, negative = inhibition, usual class: inhibitors; 0.21% of 410,000 active; AID 624170, 2012; also: potency is read from the fitted curve at half-maximal effect; % is scaled to controls: 0 for no effect and ±100 for the full control effect
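Coupled fluorescence readout: glutamate oxidase/HRP/Amplex Red detect glutamate formed by hKGA from L-glutamine (1 mM solution added). Buffer 45 mM KH2PO4 pH 8.2, 0.02% Tween-20; reads at t0 and 30 min RT.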
BAZ2B block – qHTS Assay for Inhibitors of BAZ2B | Bromodomain adjacent to zinc finger domain protein 2B (Homo sapiens), Q9UIF8 | AlphaScreen BAZ2B-H3K14Ac peptide displacement | Potency, µM (series often up to 114 µM), for the others: at the top dose activity change, negative = inhibition, most hits filed as inhibitors | 4.4% of 360,000 active | AID 504333, 2011; also: potency is read from the fitted curve at half-maximal effect; % is scaled to controls: 0 for no effect and ±100 for the full control effect; nearly all actives have a fitted effect of over 60% in size
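BAZ2B 50 nM plus b-H3(5-23)K14Ac 50 nM, PBS pH 7.4/0.01% Tween-20, 30 min RT; compound added (max 110 uM), 30 min RT; streptavidin donor/Ni-chelate acceptor beads 10 ug/mL final, 20 min dark; AlphaScreen read.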
JMJD2A Tudor inh – qHTS Assay for Inhibitors of JMJD2A-Tudor Domain; Lysine-specific demethylase 4A (Homo sapiens), O75164; AlphaScreen JMJD2A-Tudor / H3K4me3 peptide binding; Potency, µM (doses to about 114 µM), for the others: at the top dose activity change, negative = inhibition, hits mostly inhibitors; 4.4% of 390,000 active; AID 504339, 2011; also: potency is read from the fitted curve at half-maximal effect; % is scaled to controls: 0 for no effect and ±100 for the full control effect; nearly all actives have a fitted effect of over 50% in size
The depositor's hits bear a star; i = inactive; ? = inconclusive; . = no result given; & = joins results of further samples; [ ] = remark or other dose. Unless noted, calls follow the shape of the dose curve; as a rule, active = well fitted curve in the direction sought with a large enough effect; inconclusive = small, poorly fitted or top-dose-only effect, or another doubt; inactive = no such curve, though single readings can be large; an effect the other way counts as inactive or inconclusive. A portion of the library; count on the stated rates, not on these rows.

SMILES | PI4K2A inh | Pin1 inh | HP1b binding inh | Tb PGK inh | G9a block | Pol eta inh | GLS inhibitor | BAZ2B block | JMJD2A Tudor inh
O=C1CNC(c2ccccc2Cl)c2cc(Br)ccc2N1 (stereo not drawn) | -2 | 0% | 22% | -4% | -9% | -11% | -2% | 4% | ?
CCc1nc2ccc(N3CCN(C)CC3)cc2nc1CC | 4 | -7% | ? | -12% | -11% | -22% | 13% | 5% | -14%
Cc1ccccc1-c1nc(CS(=O)CC(=O)N2CCC3(CC2)OCCO3)c(C)o1 (stereo not drawn) | 5 | -3% | 15% | -3% | ? | -1% | 0% | ? | -21%
CCn1c(O)c(C=Nc2cc(Cl)ccc2Cl)c(=O)n(CC)c1=O | -2 | 27% | 48%[activator] | -9% | -9%[59 µM] | -11% | -14% | 8% | 16%
CCc1ccc(-n2nc(C)c3c2NC(=O)CSC3c2ccc(OC)cc2OC)cc1 (stereo not drawn) | -2 | 3% | 52%[activator] | . | 9%[59 µM] | . | -3% | 8% | 26%
c1ccc2cc(C3N4CCCN34)ccc2c1 (stereo not drawn) | -13 | 0% | 32% | i | 3% | -14% | -1% | -6% | -7%
C[C@@H]1C(=O)O[C@@H]2CC34[C@H]5C[C@@H](C(C)(C)C)C36[C@H](OC(=O)[C@@H]6O)OC4(C(=O)O5)[C@@]12O (stereo partly drawn) | -3 | -3% | 32% | 2% | 14% | -12% | -2% | 9% | 1%
Cn1cc(C(=O)Cc2ccccc2)c2ccccc21 | 0 | -2% | -2% | -6% | 39%[59 µM] | -18% | 0% | 13% | ?
Cc1c(C)c2cc(Cl)c(OCC(=O)N3C[C@H]4C[C@@H](C3)c3cccc(=O)n3C4)cc2oc1=O | 2 | 0% | 16% | -2% | 24%[12.7 µM] | 4% | 2% | -5% | -22%
O=C1NC(=O)N(Cc2ccccc2)C(=O)/C1=C\N1CCCc2ccccc21 | -2 | ? | 15% | -7% | ? | -11% | 29% | -33% | -32%
COc1ccc(CC2C(=O)NC(C)C(=O)N(C)C3C(=O)N(C)C(Cc4ccc(O)c(c4)Oc4ccc(cc4)C3O)C(=O)NC(C)C(=O)NC(C)C(=O)N2C)cc1 (stereo not drawn) | 0 | 0% | 39% | -1% | . | -23% | -5% | . | -6%
O=[N+]([O-])c1ccc(CN2CCN(c3ccc(Cl)cc3)CC2)o1 | -4 | -15% | ? | 2% | . | -7% | 2% | 45µM* | 18µM*
COC(=O)C1=C(c2ccc(OCc3ccccc3)cc2)C[C@@H]2CC[C@H]1N2C(=O)NCc1ccccc1OC | 1 | . | . | -2% | . | -6% | -1% | . | .
COCCNC(=O)Cn1cc(/C=C2\C(=O)NC(=O)N(c3ccccc3F)C2=O)c2ccccc21 | 0 | 15% | 49%[activator] | -1% | 6% | -7% | -12% | 2% | -6%
O=C(N/N=C/c1c(O)n(CCC2=CCCCC2)c(=O)[nH]c1=O)c1ccccc1 | 0 | 2% | 29% | i | ? | -12% | 16% | ? | -12%[57.1 µM]
COc1cc(Cn2c(=O)oc3ccc(C)cc32)ccc1OC(C)C | 0 | 2% | 90%[activator] | -2% | 13%[59 µM] | -19% | -7% | 22% | -1%[57.1 µM]
CCCCOCCCn1c(N)c(C(=O)OC(C)COC)c2nc3ccccc3nc21 (stereo not drawn) | -9 | -4% | 60%[activator] | i | 5%[59 µM] | -15% | -1% | 22% | 34%
Fc1ccc(C(OCCN2CCCC2)c2ccc(F)cc2)cc1 | -1 | 7% | 21% | 1% | 2%[59 µM] | -6% | 8% | 5% | -24%
COc1ccccc1NC(=O)c1cc[n+](C)cc1 | 0 | 5% | 16% | 0% | 35µM* | -10% | 18% | ? | -4%
Cc1ccc(S(=O)(=O)Nc2cc(C(=O)N3CCC4(CC3)OCCO4)ccc2N2CCCCC2)cc1 | -15 | 2% | -9% | -10% | ? | -15% | 16% | -33% | -24%
COc1ccc2c(c1OC)CN1CCc3cc4c(cc3C1C2)OCO4 (stereo not drawn) | 29&1 | 4% | 9% | -6% | 0% | -3% | 16% | ? | -36%
O=c1c2ccccc2nc(-c2ccco2)n1-c1ccccc1 | 2 | 3% | 43%[activator] | -8% | ? | -20% | -13% | -1% | 2%
NC(=O)CN1CC(c2ccccc2)CC1=O (stereo not drawn) | 4 | 0% | 34% | 1% | -1%[12.7 µM] | -15% | -5% | 6% | 1%
CCOC(=O)[C@]12Cc3ccsc3[C@H]1N(Cc1ccccc1)C(=O)c1ccccc12 | 4 | 0% | 60%[activator] | 0% | . | -18% | 3% | . | 6%
Cc1ccsc1CNCCc1ccccc1F | -7 | -5% | 46%[activator] | -14% | 20% | -18% | 3% | -11% | -14%

As entered above:
Entry of `CCCCOCCCn1c(N)c(C(=O)OC(C)COC)c2nc3ccccc3nc21` (stereo not drawn) under HP1b binding inh: 60%[activator]
Entry of `CCn1c(O)c(C=Nc2cc(Cl)ccc2Cl)c(=O)n(CC)c1=O` under Tb PGK inh: -9%
Entry of `CCOC(=O)[C@]12Cc3ccsc3[C@H]1N(Cc1ccccc1)C(=O)c1ccccc12` under Pin1 inh: 0%

(next part)
SMILES | PI4K2A inh | Pin1 inh | HP1b binding inh | Tb PGK inh | G9a block | Pol eta inh | GLS inhibitor | BAZ2B block | JMJD2A Tudor inh
O=c1[nH]c(=O)n(CCc2ccc(F)cc2)c(O)c1C=NCCCN1CCOCC1 | 0 | 0% | 21% | 4% | 2% | -11% | 1% | -9% | -2%
CN(C)P(=NC(=S)c1cccn1C)(N(C)C)N(C)C | 4 | -14% | -10% | -7% | 10µM* | 2% | 16% | ? | 40µM*
COC(=O)C1=C(c2ccc(F)cc2OCc2ccccc2)C[C@@H]2CC[C@H]1N2C(=O)NCC1CC1 | -2 | ? | 32% | i | 14%[2.33 µM] | ? | 0% | -3% | -19%
C=CCOC(=O)C1C(C(=O)O)C2(Cl)C(Cl)=C(Cl)C1(Cl)C2(Cl)Cl (stereo not drawn) | 1 | 2% | 31%[57 µM] | -4% | . | -21% | 9% | . | -17%
COc1ccc(C(=O)CC2C(=O)N(C)C(=O)N(C)C2=O)cc1 | -21 | 8% | 47% | 0% | 2.2µM* | -5% | 9% | 6% | -4%
O=C(c1cccc([N+](=O)[O-])c1)C12CN3CN(CN(C3)C1)C2 | 4 | 4% | 35% | -1% | -5% | -8% | -2% | -18% | -9%
Cc1nc2ccccc2c(=O)n1-c1cccc(C(F)(F)F)c1 | 1 | -3% | 38% | i | -2% | -17% | -7% | -5% | -12%
CCOC(=O)N(C)c1ccc(C(O)(C(=O)OCC)C(F)(F)F)cc1 (stereo not drawn) | 7 | 3% | 30% | 0% | 3%[59 µM] | -23% | 0% | -1% | 2%
CCN(CC)C(=O)c1ccc(NC(=O)CSc2nnnn2-c2cc(OC)ccc2OC)cc1 | -8 | ? | 6% | . | 11%[12.7 µM] | -14% | 5% | 3% | -12%
COC(=O)C1=C(c2ccc(F)cc2F)C[C@@H]2CC[C@H]1N2C | -2 | 0% | 32% | 0% | -2%[2.33 µM] | -5% | -3% | 8% | -8%
O=c1[nH]c(=S)n(Cc2ccc(F)cc2)c(O)c1C=NCCCn1ccnc1 | -2 | 11% | 14% | i | -29% | -16% | 26% | -26% | -21%
NP(=O)(OCC(F)(F)F)Oc1ccc(Cl)cc1 (stereo not drawn) | -3 | 1% | 23% | -1% | -16%[59 µM] | -4% | 10% | -24% | -7%
Cc1ccc2c(c1)CC1(CN2C)C(=O)NC(=O)N(c2cccc(C)c2C)C1=O (stereo not drawn) | -3 | -4% | 49%[activator] | -2% | 7.9µM* | -2% | 6% | -2% | -15%
O=c1[nH]c(=O)n(CC2CCCO2)c(O)c1/C=C1\C=Nc2ccccc21 (stereo not drawn) | -8&-14 | 42%&43%[activator] | 31%&22% | 1%&-12% | 1.3µM* | -7%&-8% | 19%&-1% | -29%&-32% | -26%&-13%
Cc1ccc(-c2ccc(=O)n(CCC(=O)N3CCC4(CC3)OCCO4)n2)cc1 | -1 | -3% | 24% | -1% | 11% | 1% | 8% | 1% | -1%

Pulled one by one from the entries so far, 3 records:
SMILES | PI4K2A inh | Pin1 inh | HP1b binding inh | Tb PGK inh | G9a block | Pol eta inh | GLS inhibitor | BAZ2B block | JMJD2A Tudor inh
Cc1ccsc1CNCCc1ccccc1F | -7 | -5% | 46%[activator] | -14% | 20% | -18% | 3% | -11% | -14%
COC(=O)C1=C(c2ccc(F)cc2F)C[C@@H]2CC[C@H]1N2C | -2 | 0% | 32% | 0% | -2%[2.33 µM] | -5% | -3% | 8% | -8%
Cn1cc(C(=O)Cc2ccccc2)c2ccccc21 | 0 | -2% | -2% | -6% | 39%[59 µM] | -18% | 0% | 13% | ?
